Autofluor 339: intrinsic fluorescence of library compounds, ex339/em460 – biochemical, MLSMR library, data from DPM-DC assay, artefact control, profiling panel. fluorescence fold increase at 10 µM. 65,000 tested, 5.5% active. compound autofluorescence, ex339/em460 nm, NADH buffer; active compounds read high; 1 = no-compound wells, NADH background;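 active means at 10 µM, mean starting fluorescence two-fold or more over control wells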;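 further: signal is the first read of a kinetic run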
MMP-13 inhibitor: inhibitors of human MMP13 | inhibition, % at 4 µM | 65,000 tested, 0.07% active | MMP-13 fTHP FRET cleavage, Mca fluorescence | P45452;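 active means inhibition above the mean of compound-free control plate wells plus 3 SD, cut at about 14% in these data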;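 further: 0% = DMSO wells and 100% = wells with reference MMP-13 inhibitor after basal subtraction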
Abs 340nm: absorbance at 340 nm. fold change at 10 µM. 65,000 tested, under 10 active. compound absorbance at 340 nm, fold over control;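 active means at 10 µM dose, initial 340 nm absorbance at least 2 fold that of control wells; inactive means change under 2 fold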;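 further: initial absorbance extrapolated from kinetic A340 decline of NADH oxidation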
SF1 activator: activators of human nuclear receptor SF-1 | activation, % at 10 µM | Q13285 | 65,000 tested, 1.9% active | CHO-K1 Gal4-SF-1 LBD luciferase reporter; % increase over DMSO SF-1-specific signal;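 active means activation above the mean activation of all tested compounds plus 3 SD, cut at about 50% in these data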
Target sequence (Q13285 whole entry, looked up, the tested form may be a part): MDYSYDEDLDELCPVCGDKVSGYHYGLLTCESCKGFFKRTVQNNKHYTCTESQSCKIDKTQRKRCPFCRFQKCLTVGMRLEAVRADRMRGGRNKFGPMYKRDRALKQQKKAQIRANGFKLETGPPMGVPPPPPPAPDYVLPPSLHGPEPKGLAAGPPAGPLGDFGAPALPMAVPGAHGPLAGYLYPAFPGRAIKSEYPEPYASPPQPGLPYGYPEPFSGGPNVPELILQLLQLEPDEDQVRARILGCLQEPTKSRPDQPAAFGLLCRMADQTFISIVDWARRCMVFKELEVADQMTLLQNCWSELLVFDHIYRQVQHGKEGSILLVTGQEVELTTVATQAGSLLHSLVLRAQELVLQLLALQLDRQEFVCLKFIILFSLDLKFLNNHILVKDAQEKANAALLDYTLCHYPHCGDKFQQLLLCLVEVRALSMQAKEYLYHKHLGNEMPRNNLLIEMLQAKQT
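Material: CHO-K1 cells with Gal4–hSF-1 LBD chimera plus Gal4-driven luciferase / Input: 4,000 CHO-K1 cells per well / Incubation: compound exposure 20 h at 37 °C / Signal: luminescence read 15 min after SteadyLite luciferase reagent, after room-temperature equilibration / Read-out: percent activation versus DMSO / Benchmarks: DMSO negative control and −SF1 background wells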
NADH coupling: inhibitors of enzymes used to reach an NAD/NADH endpoint | coupled PK/LDH NADH assays, four targets | IC50, µM (series often up to 10 µM), inactives show at the highest dose inhibition | 65,000 tested, 0.02% active | AID 774;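 active means single-dose screening hits from any of four coupled enzyme assays that gave an IC50 when retested across doses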;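 further: the DPM-DC format reads NADH fluorescence rather than 340 nm absorbance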
TNAP act DEA: activators of human TNAP at intermediate phosphate acceptor. AID 813. activation factor at 20 µM. purified TNAP, CDP-star luminescence, 100 mM DEA, 30 min; active compounds read high; scale: 0 levamisole-inhibited, 1 vehicle-only enzyme. 64,000 tested, under 10 active. P05186;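 active means activation factor of at least 2 at 20 µM, relative to controls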
Target sequence (P05186 whole entry, looked up): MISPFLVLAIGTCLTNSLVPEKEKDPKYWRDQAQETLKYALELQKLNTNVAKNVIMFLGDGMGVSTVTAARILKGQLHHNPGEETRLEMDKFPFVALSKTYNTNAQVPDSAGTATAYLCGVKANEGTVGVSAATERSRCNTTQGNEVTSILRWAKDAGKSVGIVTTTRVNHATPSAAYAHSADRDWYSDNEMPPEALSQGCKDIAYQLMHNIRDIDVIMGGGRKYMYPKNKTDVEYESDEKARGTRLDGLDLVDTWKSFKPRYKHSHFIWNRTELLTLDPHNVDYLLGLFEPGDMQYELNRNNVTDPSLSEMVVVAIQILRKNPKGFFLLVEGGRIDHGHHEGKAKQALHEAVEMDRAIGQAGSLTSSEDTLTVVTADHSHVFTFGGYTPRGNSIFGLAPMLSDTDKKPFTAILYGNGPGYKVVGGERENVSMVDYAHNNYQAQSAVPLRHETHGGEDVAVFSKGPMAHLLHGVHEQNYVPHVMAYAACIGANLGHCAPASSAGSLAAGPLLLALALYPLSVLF
RORa activator: activates the human nuclear receptor RORA; P35398; CHO-K1 Gal4-RORA LBD luciferase reporter, luminescence; percent increase over mock-subtracted basal signal; activation, % at 10 µM; 65,000 tested, 1.5% active; AID 560;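 active means activation above the mean of all tested compounds plus 3 SD, cut at about 49% in these data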;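 further: 0% = DMSO-treated RORA cells and 100% = added signal equal to DMSO minus mock-transfected cells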
5HT1a ag: agonists of human 5-HT1a serotonin receptor. CHO 5-HT1a Ga15 NFAT-bla reporter, FRET ratio; 0% basal, 100% maximal reference agonist. activation, % at 10 µM. 65,000 tested, 0.56% active. AID 567;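 active means activation above the screen-wide mean activation plus 3 SD, cut at about 19% in these data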;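 further: 0% = DMSO wells and 100% = 5-CT at EC100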
5HT1a antag: 5-HT1a (human) receptor antagonism | P08908 | CHO 5-HT1a Ga15 NFAT-bla reporter, antagonist mode | inhibition, % at 10 µM | 62,000 tested, 0.68% active | AID 612;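 active means inhibition above the mean of all tested compounds plus 3 SD, cut at about 43% in these data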;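 further: receptor stimulated by 5-CT agonist at 100 nM near EC80; beta-lactamase reporter measured by ratiometric fluorescence of a cleavable substrate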
Starred values were filed as active, the others as inactive; . = not tested or not shown; [ ] = remark or other dose.

SMILES	Autofluor 339	MMP-13 inhibitor	Abs 340nm	SF1 activator	NADH coupling	TNAP act DEA	RORa activator	5HT1a ag	5HT1a antag
COCCN1Cc2cccc(C(=O)Nc3cc(C)cc(C)c3)c2C1=O	1.1	3	1	-28	5%	1	9	0.3	-6
O=C(NCCCN1CCN(CCCNC(=O)c2ccc3c(c2)OCO3)CC1)c1ccc2c(c1)OCO2	1.1	-1	1	6	7%	1	-18	1.1	18
COC(=O)c1c(C(=O)OC)c2n(c1C)CCC2	1.1	5	1	-9	1%	1	18	-6.4	3
C=CCSc1ncccc1C(=O)NCc1ccccc1	0.94	-2	1	-24	4%	0.9	-18	-2.6	4
O=c1c2ccccc2nc(SCc2nnc(-c3ccccc3)o2)n1-c1ccccc1	1.1	1	1.1	1	1%	1	0	4.5	4
Cc1ccc(-c2c3c(=O)n(C)c(=O)n(C)c3c3nnc4ccccc4n23)cc1	1.1	2	1	-8	4%	1	-11	-2.9	-10
COC(=O)CCC(=O)COc1ccccc1C#N	1	-3	1	-5	7%	0.9	-20	-0.6	-18
COc1c(C)cc(Br)cc1C(=O)Nc1cccc(-c2nc3ncccc3o2)c1	1.2	2	1	-15	4%	0.9	9	66*	12
COC(=O)CCN(C(=O)c1ccc2c(c1)OCO2)c1ccccn1	0.99	5	1	2	2%	0.9	-9	3.4	6
COCCNc1nc(=S)[nH]c2cc(OC)c(OC)cc12	1.2	0	1.1	5	3%	1	-7	-2.2	-12
Cc1nc(N)sc1-c1nnc(SCC(=O)Nc2nccs2)n1C	1.1	4	1	-14	9%	0.9	-23	-0.1	5
O=C(CSc1nnc(COc2ccccc2)n1-c1ccccc1)c1cccs1	1.1	3	1	13	12%	1	-6	-3.7	8
CCOC(=O)C1CCCN(c2c(NCCCN(C)Cc3ccccc3)c(=O)c2=O)C1 (configuration not stated)	1.1	-1	1	-12	7%	0.9	9	-2.1	0
COc1cccc(CNC(=O)c2nnn(CC(=O)Nc3ccc(C)c(C)c3)c2N)c1	1	6	1	-56	3%	0.9	8	1.1	4
COc1ccc(OC)c(-c2csc(N(Cc3ccco3)C(=O)c3cccs3)n2)c1	1.2	-6	1.1	-4	4%	0.8	-9	5.2	43*
Cc1onc(-c2ccccc2)c1C(=O)Nc1ccncc1	1.1	0	1.1	3	0%	1	-29	-1.3	-7
CC(C)CNC(=O)c1c(N)n(/N=C/c2ccccn2)c2nc3ccccc3nc12	1.1	-12	1	-3	4%	0.8	-24	11	.
O=c1[nH]cnc2scc(-c3ccsc3)c12	1.1	1	1	0	4%	0.8	-12	-1.6	-2
CC(C)OCCCN1C(=O)c2ccccc2C1C(=O)NC1CCCCC1 (configuration not stated)	1	-8	0.99	0	12%	1.1	-6	0.7	19
COc1ccc(COC(=O)c2ccc(N3CCCC3=O)cc2)cc1F	1.1	2	0.98	1	5%	0.9	4	1.2	4
O=C(N1CCOCC1)C12CCC3CC(CC(C3)C1)C2	1.1	-8	0.97	-7	4%	1	-17	-2.0	-11
Cc1ccc(C(=O)NCc2ccc(Cl)cc2)o1	1.1	0	1	4	6%	0.9	14	-1.2	-1
COc1ccccc1N1CCN(C(=O)c2ccc(S(=O)(=O)N3CCCC3)cc2)CC1	1.1	8	1	10	4%	0.9	3	0.8	-11
COc1ccc(-c2cc(C(=O)N3CC4(C)CC3CC(C)(C)C4)no2)cc1OC (configuration not stated)	1.1	-8	0.99	-4	6%	0.9	6	0.4	-4
CCc1ccc2[nH]c(=O)c(CN(Cc3ccco3)S(=O)(=O)c3ccc4c(c3)OCCO4)cc2c1	1.4	-8	1	6	11%	1	0	2.0	-11

Additional results.
SMILES	Autofluor 339	MMP-13 inhibitor	Abs 340nm	SF1 activator	NADH coupling	TNAP act DEA	RORa activator	5HT1a ag	5HT1a antag
CC1(C)CC(=O)C2=C(C1)OC(N)=C(C#N)C21C(=O)N(CN2CCOCC2)c2ccccc21 (configuration not stated)	1.1	-1	1	6	8%	1	-8	-2.8	.
CCCS(=O)(=O)N1CCC(C(=O)N2CCCC2)CC1	1	2	0.98	-6	2%	0.9	13	-1.8	4
CCOC(=O)CSc1nc(C)c(C(C)=O)cc1C#N	1	2	1	2	4%	0.9	-3	0.4	.
CC1CN(c2nc3ccccn3c(=O)c2/C=C(\C#N)S(=O)(=O)c2ccccc2)CC(C)O1 (configuration not stated)	0.98	5	1	-2	6%	0.9	-7	2.0	-26
CC1(C)CC(=O)C2=C(C1)N(Cc1ccco1)C(=O)C2(NC(=O)C1CCCCC1)C(F)(F)F (configuration not stated)	1	-6	0.99	10	4%	0.9	-2	-2.4	14
CC1CCN(S(=O)(=O)c2ccc(-c3nnc(SCc4cccnc4)o3)cc2)CC1	1.1	-2	1.1	14	7%	0.9	-19	0.6	-4
Cc1ccc(-c2nnn(CC(=O)N(Cc3cccs3)C(C(=O)NC3CCCC3)c3ccco3)n2)o1 (configuration not stated)	1.1	-2	1	-28	5%	0.9	-14	1.7	17
CC1=C(C(=O)N2CCOCC2)C(c2ccsc2)C2=C(CCCC2=O)N1 (configuration not stated)	2.9*	-19	1.1	-8	2%[fluoresces]	1	-5	-2.1	-14
Cn1c(=O)[nH]c(=O)c2c1nc(N1CCN(c3cccc(Cl)c3)CC1)n2CCCc1ccccc1	1.1	-1	1.1	-10	0%	1	-8	0.0	.
Cc1cc(NC(=O)CC(C)(C)C)nc2c1c(=O)oc1ccccc12	1.2	9	1.1	-2	3%	.	-3	0.1	-4
O=C(Cn1nnc(-c2ccc(S(=O)(=O)N3CCCC3)cc2)n1)Nc1ccccc1-n1cccc1	1.1	0	0.97	-6	5%	0.9	9	-0.8	10
COc1cc(C)c(C)cc1S(=O)(=O)N1CCN(Cc2ccc3c(c2)OCO3)CC1	1.1	-6	1	4	4%	1	-8	1.4	2
COc1cc(C2NC(=O)NC(C)=C2C(=O)OC2CCCC(C)C2)ccc1O (configuration not stated)	1.1	1	1	6	2%	0.9	16	-0.4	4
CC1(C)CC(=O)C=C(Nc2ccccc2F)C1	1.1	-10	1.1	-3	5%	0.9	-1	-2.6	1
COc1ccccc1-n1cnc2cc(C(=O)NCCCN3CCOCC3)ccc21	1.1	2	1	-5	5%	.	-9	-1.0	8
CC(NC(=O)COc1cc(=O)n(C)c2ccccc12)c1ccc2c(c1)OCCO2 (configuration not stated)	1.1	5	1	2	6%	0.9	24	-4.5	11
CSCCC(/C(O)=C(\C#N)c1nc2ccccc2[nH]1)N1C(=O)c2ccccc2C1=O (configuration not stated)	1	6	1.1	6	8%	1	-1	0.2	4
c1ccc2cc(OCCN3CCCC3)ccc2c1	1.1	4	1.1	18	15%	0.9	-9	-1.0	-7
CCN(Cc1ccccc1)C(c1ccncc1)c1nnnn1C(C)(C)C (configuration not stated)	1	5	0.99	2	1%	0.9	-4	-1.1	24
COC(=O)N1CN(C(=O)OC)CN(C(=O)OC)C1	1.1	0	0.97	2	6%	0.9	-13	1.7	-7
O=C(c1cc2ccccc2oc1=O)N1CCCN(C(=O)c2cc3ccccc3oc2=O)CC1	1.4	-4	1.1	3	5%	0.9	-7	-4.9	-1
Cc1c(NC(=O)C(C)N2C(=O)C3C4C=CC(C4)C3C2=O)c(=O)n(-c2ccccc2)n1C (configuration not stated)	1	0	1	-27	4%	1	-2	-5.0	-19
Cc1cccc(OCCn2c(CCCO)nc3ccccc32)c1	1.1	-1	1	18	0%	0.9	15	1.0	4
CC1(C)CC(=O)C=C(NCCc2ccc(S(N)(=O)=O)cc2)C1	1.1	-1	1	7	5%	0.9	2	-0.3	6
COc1cccc(C(C#N)N2CCCCC2)c1O (configuration not stated)	1.1	3	1	-1	6%	0.9	1	-2.5	6

(further entries)
SMILES	Autofluor 339	MMP-13 inhibitor	Abs 340nm	SF1 activator	NADH coupling	TNAP act DEA	RORa activator	5HT1a ag	5HT1a antag
CCOC(=O)N1CCN(C(=O)c2cn(C)c3ccc(S(=O)(=O)N4CCCC4)cc3c2=O)CC1	0.91	4	1.1	-13	6%	0.9	-6	-5.1	2
NC(=O)SCC(=O)Nc1cccc(Cl)c1	1	5	0.99	-1	3%	0.8	-12	-4.1	16
COc1cccc(-c2nc(N3CCN(Cc4ccccc4)CC3)c3ccccc3n2)c1O	1.1	-3	1	-1	4%	0.8	-10	1.5	.
C=CCNCc1cccn1-c1ccccc1	1.1	5	1	20	4%	0.9	-1	-0.2	4
COc1cc2c(cc1OC)CN(Cc1cccs1)CC2	1.2	4	1.1	-6	22%	0.9	11	-2.0	4
CCOC(=O)c1c(C2CCN(C(=O)OCC)CC2)nc2ccccn12	1	2	1	-13	3%	0.9	15	-2.2	12
Cn1cccc1C(=O)c1ccc(Cl)cc1Cl	1.1	-1	1	-11	8%	0.9	4	-3.1	4
O=C(Nc1sc2c(c1C(=O)NCC1CCCO1)CCCC2)c1cccs1 (configuration not stated)	1.4	-2	1.1	0	3%	0.9	3	1.0	-14
COn1c(SCC(=O)N(C)C)nc2ccccc2c1=O	1.1	0	1	3	7%	1.1	-14	-1.1	-4
COC(=O)C1=C(N)Oc2cc(C)n(C)c(=O)c2C1c1ccc(Cl)cc1 (configuration not stated)	1	-4	1	-15	7%	0.9	-16	0.9	-8
COc1cccc(-c2csc(N3CCN(CC(=O)Nc4ccc5c(c4)OCO5)CC3)n2)c1	1.1	3	1	-20	2%	1	-17	-1.7	16
CC1CCCN(C(=O)c2cc3c(-c4ccc(Cl)cc4)nn(C)c3s2)C1 (configuration not stated)	1	2	1	-6	4%	0.8	-3	0.2	10
COc1cccc(NC2=NC3(CCCCC3)N=C(N)N2)c1	1.1	3	1.1	6	1%	1	-8	0.9	-4
O=c1cc(N2CCN(Cc3ccccc3)CC2)[nH]c(=O)n1-c1cccc(C(F)(F)F)c1	1.2	-1	0.99	6	6%	.	-2	-0.8	-8
COc1ccccc1NCCC(=O)OCC(=O)Nc1ccc(Cl)cn1	1.1	4	0.98	3	5%	1	11	-2.3	-8
COC(=O)Cc1c(C)nc2nc(NCc3ccc(Cl)cc3)[nH]n2c1=O	1.1	-1	1	-21	2%	0.9	-2	-2.6	-3
COc1ccc(Cl)cc1N1C(=O)C2CCCN2C1c1cccc(F)c1 (configuration not stated)	1.1	3	1	-13	3%	1	25	-1.1	7
COc1cccc(OC)c1C(=O)N1CCN(Cc2ccc3c(c2)OCO3)CC1	1.1	-2	0.99	-6	7%	1	1	0.0	2

An excerpt of these results, with bars between the fields.
mol | Autofluor 339 | MMP-13 inhibitor | Abs 340nm | SF1 activator | NADH coupling | TNAP act DEA | RORa activator | 5HT1a ag | 5HT1a antag
COn1c(SCC(=O)N(C)C)nc2ccccc2c1=O | 1.1 | 0 | 1 | 3 | 7% | 1.1 | -14 | -1.1 | -4
COC(=O)C1=C(N)Oc2cc(C)n(C)c(=O)c2C1c1ccc(Cl)cc1 (configuration not stated) | 1 | -4 | 1 | -15 | 7% | 0.9 | -16 | 0.9 | -8
COc1cccc(-c2csc(N3CCN(CC(=O)Nc4ccc5c(c4)OCO5)CC3)n2)c1 | 1.1 | 3 | 1 | -20 | 2% | 1 | -17 | -1.7 | 16
CC1CCCN(C(=O)c2cc3c(-c4ccc(Cl)cc4)nn(C)c3s2)C1 (configuration not stated) | 1 | 2 | 1 | -6 | 4% | 0.8 | -3 | 0.2 | 10
COc1cccc(NC2=NC3(CCCCC3)N=C(N)N2)c1 | 1.1 | 3 | 1.1 | 6 | 1% | 1 | -8 | 0.9 | -4
O=c1cc(N2CCN(Cc3ccccc3)CC2)[nH]c(=O)n1-c1cccc(C(F)(F)F)c1 | 1.2 | -1 | 0.99 | 6 | 6% | . | -2 | -0.8 | -8

High-throughput results: PubChem, several laboratories
